# High-throughput results from PubChem BioAssay.
# TCR-CD3 inh: inhibitors of human TCR-CD3 interaction, primary screen, biochemical, fluorescence, TAMRA-labeled TCR probe; T-cell receptor (TCR); inhibition, % at 9.4 µM; 360,000 compounds, 0.37% hits; AID 651800, 2012; in the data active = inhibition above about 19%;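 note: recombinant mutant TCR 2C K166C tagged with TAMRA read by polarization; 0% = receptor in buffer alone and 100% = receptor with positive control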
# PRMT1 FP inh: PRMT1 methyltransferase inhibitors, primary screen, biochemical, fluorescence polarization; recombinant PRMT1, activity-based probe fluorescence polarization; inhibition, % at 2.79 µM; 370,000 compounds, 1.3% hits; AID 652257, 2013;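 active = inhibition above about 21% made by adding two undisclosed values, limit read from the data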
# SIAE inh: human SIAE inhibitors, primary screen, biochemical, fluorescence polarization, FP-Rh probe, 1536-well HTS; SIAE FP-Rh probe binding; inhibition, % at 9.66 µM; Sialate O-acetylesterase (Homo sapiens), Q9HAT2; 370,000 compounds, 0.69% hits;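 active = inhibition above a cutoff: mean of compounds within the control limits plus 3 SD of those, cut at about 17% in these data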;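 note: 0% = plate median of compound wells and 100% = probe without SIAE protein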
# TDP2 absorb: human TDP2 enzyme inhibitors, primary screen, biochemical, epi absorbance, recombinant enzyme. Tyrosyl-DNA phosphodiesterase 2 (Homo sapiens), O95551. T5PNP hydrolysis, p-nitrophenol absorbance 415 nm. inhibition, % at 12.8 µM. 370,000 compounds, 0.34% hits;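 active = inhibition above the mean of all tested compounds plus 3 SD, set per campaign, cut at about 25% in these data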;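 note: 0% = DMSO with enzyme and 100% = buffer with substrate but no TDP2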
#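 Incubation: 2 h at 37 °C; Test system: recombinant human TDP2; Quantity: enzyme 120 nM; Read-out basis: percent inhibition; Medium: 50 mM Tris-HCl pH 7.5 with Mg2+, KCl, DTT, BSA; Repeats: single replicate; Compound: 12.8 µM single point, 1% DMSO; Signal: epi absorbance; Reagent: 5 mM T5PNP chromogenic substrate; Benchmarks: no-enzyme high, DMSO-plus-enzyme low.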
# LEDGF integ inh: blockers of LEDGF/p75-dependent integrase strand transfer – biochemical, TR-FRET, high throughput, primary screen. TR-FRET IN-LEDGF/p75 DNA integration, Eu/Cy5. 370,000 compounds, 0.64% hits. inhibition, % at 3.7 µM. AID 743269, 2014. HIV-1 integrase (with human LEDGF/p75);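 active = inhibition above the screen-wide mean plus 3 SD, cut at about 13% in these data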;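 note: signal is the Cy5 over europium emission ratio at 671 and 618 nm; 0% = plate median of compound wells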
# DDE Tn7 FP inh: inhibitors of Tn7 peptide binding to fibrin DD(E), primary screen, biochemical, fluorescence polarization, human fibrin, Tn7 probe; Fibrinogen beta chain (Homo sapiens), P02675; AID 720508, 2013; inhibition, % at 8.3 µM; FP displacement of FITC-Tn7 peptide from fibrin DD(E); 0% = median of compound wells per plate; 370,000 compounds, 0.13% hits;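 active = inhibition above the mean of compounds falling within the control limits plus 3 SD of them, cut at about 14% in these data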;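 note: 0% = plate median of compound wells and 100% = 10 µM Aha-Tn7 peptide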
# Target sequence (P02675 whole entry, looked up): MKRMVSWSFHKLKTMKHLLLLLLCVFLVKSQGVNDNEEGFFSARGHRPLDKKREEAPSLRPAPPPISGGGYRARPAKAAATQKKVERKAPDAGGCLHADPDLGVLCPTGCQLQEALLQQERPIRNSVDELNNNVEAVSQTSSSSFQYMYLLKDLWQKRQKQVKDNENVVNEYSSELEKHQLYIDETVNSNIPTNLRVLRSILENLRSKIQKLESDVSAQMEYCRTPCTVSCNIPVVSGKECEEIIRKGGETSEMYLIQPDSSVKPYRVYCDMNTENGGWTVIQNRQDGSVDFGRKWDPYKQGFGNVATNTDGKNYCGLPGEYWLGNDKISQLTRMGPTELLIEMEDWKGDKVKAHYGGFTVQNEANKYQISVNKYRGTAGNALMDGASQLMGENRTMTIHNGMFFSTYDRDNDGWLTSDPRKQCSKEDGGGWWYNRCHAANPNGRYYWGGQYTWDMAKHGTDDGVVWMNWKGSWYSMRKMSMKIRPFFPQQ
#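 Assay system: Human fibrin DD(E) protein | Medium: Tris buffer with calcium and detergent, pH 7.8 | Reagent: 0.1 µM fluorescent Tn7 | Compound dosing: Single point at 8.3 µM | Times: 10 min preincubation, 3 h with tracer, room temperature | Detection: Fluorescence polarization of the labelled Tn7 tracer | Controls: Aha-Tn7 high control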
# proKLK7 act: proKLK7 zymogen activators, primary screen, biochemical, fluorescence intensity | Kallikrein-7 (Homo sapiens), P49862 | purified proKLK7, EDANS-DABCYL substrate fluorescence; 100% is mature enzyme control, 0% vehicle | activation, % at 7 µM | 370,000 compounds, 0.9% hits | AID 652039, 2013;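 active = activation above the mean of all tested compounds plus 3 SD, computed per campaign excluding outliers beyond control limits, cut at about 13% in these data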
# Tn6 DDE FP: inhibitors of Tn6 peptide binding to fibrin DD(E), primary screen, biochemical, fluorescence polarization, human fibrin, Tn6 probe; Fibrin DD(E) TRITC-Tn6 fluorescence polarization displacement; inhibition, % at 8.3 µM; 370,000 compounds, 0.21% hits; AID 720509, 2013;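 active = inhibition above a per-campaign cutoff: mean of compounds within control limits plus 3 SD, cut at about 15% in these data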;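 note: 0% = median of all compound wells on the plate and 100% = blocking peptide control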
# MBD2 DNA inh: inhibitors of MBD2 binding to methylated DNA, primary screen, biochemical, TR-FRET, DNA-binding domain, human; Methyl-CpG-binding domain protein 2 (Homo sapiens), Q9UBB5; MBD2 binding to methylated oligonucleotide; inhibition, % at 4.4 µM; 370,000 compounds, 0.31% hits; AID 686964, 2013; in the data active = inhibition above about 13%
# Target sequence (Q9UBB5 whole entry, looked up, the tested form may be a part): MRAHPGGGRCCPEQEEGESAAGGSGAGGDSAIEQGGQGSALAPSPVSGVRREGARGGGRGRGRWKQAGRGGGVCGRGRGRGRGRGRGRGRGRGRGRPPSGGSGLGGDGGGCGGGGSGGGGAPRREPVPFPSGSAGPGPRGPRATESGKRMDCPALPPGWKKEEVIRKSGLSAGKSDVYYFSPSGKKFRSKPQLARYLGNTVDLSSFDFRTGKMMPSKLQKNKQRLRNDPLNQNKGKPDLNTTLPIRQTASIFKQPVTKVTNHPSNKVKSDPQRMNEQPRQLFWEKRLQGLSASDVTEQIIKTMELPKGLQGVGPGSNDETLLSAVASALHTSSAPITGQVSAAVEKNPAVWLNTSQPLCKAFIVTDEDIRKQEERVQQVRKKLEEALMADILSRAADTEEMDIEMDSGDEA
# UHRF1 binding: UHRF1 methylated DNA binding inhibitors, primary screen, counter-screen for MBD2 inhibitor project, biochemical, TR-FRET, human UHRF1, single concentration | inhibition, % at 4.4 µM | UHRF1 binding to methylated oligo | E3 ubiquitin-protein ligase UHRF1 (Homo sapiens), Q96T88 | 370,000 compounds, 0.75% hits | AID 687016, 2013; in the data active = inhibition above about 21%;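 note: UHRF1 SRA domain binding a hemimethylated CpG hairpin DNA probe; 0% = median of test compound wells and 100% = reference inhibitor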
# Numbers without * were called inactive; . = no result given.
SMILES,TCR-CD3 inh,PRMT1 FP inh,SIAE inh,TDP2 absorb,LEDGF integ inh,DDE Tn7 FP inh,proKLK7 act,Tn6 DDE FP,MBD2 DNA inh,UHRF1 binding
CNC(=O)N1c2ccccc2C=Cc2ccccc21,-10.9,-3.3,-0.9,8.3,0.7,-0.4,0.0,-3.6,0.1,1.5
COc1cccc(C=Nc2ccc(N3CCOCC3)cc2)c1O,4.3,0.5,9.0,23.9,17.9*,3.7,-0.1,-3.3,0.9,1.4
Cc1c(C(=O)N2CCC(Cc3ccccc3)CC2)cccc1[N+](=O)[O-],4.8,1.3,-5.8,-3.2,-2.4,-0.8,0.6,6.3,6.7,-2.4
C=CCn1c(SCC(O)Cn2c3ccccc3c3ccccc32)nnc1-c1ccco1 (stereo not drawn),-6.4,2.8,-7.6,-11.3,-9.9,-7.2,0.1,-2.4,4.0,3.2
COC(=O)/C(=N/Nc1cccc(C)c1)N1CCCc2ccccc21,2.3,2.1,1.6,1.1,2.7,5.7,-0.1,7.4,3.6,2.8
Cc1cc(N/N=C/c2cccc([N+](=O)[O-])c2)nc(-n2nc(C)cc2C)n1,-2.5,-1.8,-1.2,-1.9,5.5,-4.8,0.6,-3.0,4.5,9.7
CC(C)(C)CNC(CO)C12CC3CC(CC(C3)C1)C2 (stereo not drawn),1.2,-2.2,9.7,-5.6,1.9,-0.8,0.1,12.5,-3.9,-2.3
O=C(c1ccccc1)N1CCN(C(=O)N2CCCCC2)CC1,-3.9,-3.7,1.3,7.6,-0.5,0.8,-0.3,-1.5,2.4,2.1
C/C(=C\C(=O)c1ccc(F)cc1)NCc1ccc2c(c1)OCO2,-2.5,-2.7,2.6,-12.6,1.9,-9.0,0.3,4.9,0.3,0.9
O=S(=O)(NCC[C@@H]1CC[C@H](NS(=O)(=O)c2cccc(F)c2)[C@@H](CO)O1)c1cccc(F)c1,-1.0,7.8,7.5,-18.1,-3.4,-0.4,-0.7,-1.5,-0.2,5.2
CCc1ccccc1NS(=O)(=O)c1ccc2[nH]cc(C(=O)NCc3ccco3)c(=O)c2c1,6.0,0.6,-0.5,-7.0,1.0,2.7,-0.4,10.0,-3.0,-2.6
CCCCCOc1ccc(C(=O)NCC2(c3ccccc3)CCOCC2)cc1,3.0,-6.0,9.5,-10.3,0.1,-1.3,0.7,8.5,0.7,-1.1
Cc1ccc(S(=O)(=O)N2C[C@@H]3[C@H]4CC[C@H](C4)[C@@H]3[C@@H](C)[C@@H]2c2cn(Cc3ccccc3)c3ccc(F)cc23)cc1,3.2,-0.2,-5.7,-0.6,-3.2,2.7,0.2,3.2,-6.7,-1.1
COCCn1ccc2c(OCC(=O)NCc3ccccc3)cccc2c1=O,2.8,-2.8,-7.7,-7.4,2.1,-9.1,0.7,-0.8,0.5,0.8
CCc1nc2c(OCc3cccc(Cl)c3)cccn2c1N(C)C(=O)Nc1ccccc1OC,4.0,-0.1,0.8,-10.4,-0.6,-5.9,0.1,4.4,0.0,-0.6
COc1ccc(C(=O)N[C@H](C(=O)OCCCOC(=O)[C@@H](NC(=O)c2ccc(OC)cc2)C(C)C)C(C)C)cc1,-3.0,0.3,9.3,-7.4,2.6,-3.4,-0.2,3.6,5.9,0.2
Cc1cc2ccccc2n1CCNC(=O)C1CCCC1,-2.3,14.3,7.6,-13.9,-4.7,3.1,1.9,11.4,-10.5,-3.8
CCOc1ccc(S(=O)(=O)NCc2ccncc2)cc1NC(=O)c1ccccc1,10.1,-2.2,-2.1,15.7,-0.4,0.4,0.6,0.9,4.4,-2.2
CCSC1=C(C#N)C(c2cccc(Br)c2)CC(=O)N1 (stereo not drawn),-0.4,4.0,-3.1,-13.1,-2.1,2.7,-0.8,-5.3,2.9,10.2
CN1C(=O)C2C3c4ccccc4C(c4ccccc43)[C@@H]2C1=O (stereo partly drawn),3.0,-5.4,1.2,2.3,1.8,-1.3,0.0,-3.8,5.3,4.4
Oc1oc(-c2ccccc2)nc1C=NCc1ccccc1,7.1,1.0,3.8,-0.4,5.5,5.8,-0.6,8.1,-4.1,-1.2
Cc1noc(C)c1NC(=O)N(C)C[C@H]1Oc2ccc(NC(=O)C3CC3)cc2C(=O)N([C@H](C)CO)C[C@@H]1C,3.1,-3.8,4.8,3.0,1.9,-1.4,1.1,1.3,3.2,-3.1
CC(NC(=O)c1ccc(N(C)C)cc1)c1ccc(F)cc1 (stereo not drawn),-2.0,8.6,-3.4,1.9,-4.2,-3.5,-0.2,-8.0,-0.4,0.9
CNS(=O)(=O)c1ccc2c(c1)C(=O)c1cc(S(=O)(=O)NC)ccc1CC2,0.7,-2.8,-0.7,10.2,-1.1,-1.1,-0.4,3.2,-3.1,-2.0
O=C(O)CCN=C1CCCc2ccccc2N1,1.5,-2.8,-3.1,-14.8,0.9,3.6,0.1,-1.6,-8.1,-0.5
CCOC(=O)N1CCC(NC(=O)C(CC(C)C)NC(=O)C2CCCCC2)CC1 (stereo not drawn),-5.0,-0.1,5.0,-24.0,-2.9,3.0,-0.2,6.3,1.7,4.8
Cn1c(-c2ncc(F)cc2F)cc2onc(-c3c(F)cccc3Cl)c2c1=O,3.9,0.1,2.5,-7.9,3.8,0.3,0.3,5.5,-4.4,1.6
COc1ccc2occ(C(C)=O)c2c1,7.5,-3.0,-1.1,-0.2,-2.1,-2.1,0.6,-3.7,4.2,-0.6
CC(=O)Nc1ccc(S(=O)(=O)NCC2CCC(C(=O)NCCCN(C)Cc3ccccc3)CC2)cc1 (stereo not drawn),0.1,-1.5,0.0,23.0,1.6,1.6,-0.4,2.8,-7.0,-0.4
Cc1ccc(-n2ncc3c(SCc4ccccc4)ncnc32)cc1,11.8,-0.6,-3.7,-3.4,-3.2,1.4,0.5,1.3,0.1,1.2

# LEDGF integ inh, hit marks shown above
Structure,TCR-CD3 inh,PRMT1 FP inh,SIAE inh,TDP2 absorb,LEDGF integ inh,DDE Tn7 FP inh,proKLK7 act,Tn6 DDE FP,MBD2 DNA inh
COc1cccc(C=Nc2ccc(N3CCOCC3)cc2)c1O,4.3,0.5,9.0,23.9,17.9*,3.7,-0.1,-3.3,0.9

# Remaining list, next part.
SMILES,TCR-CD3 inh,PRMT1 FP inh,SIAE inh,TDP2 absorb,LEDGF integ inh,DDE Tn7 FP inh,proKLK7 act,Tn6 DDE FP,MBD2 DNA inh,UHRF1 binding
O=C(Nc1ccccc1)N1CCC(C(=O)N2CCCC(C(F)(F)F)C2)CC1 (stereo not drawn),-0.7,-0.8,9.1,7.7,0.5,1.2,-0.7,-4.8,4.6,0.3
Cc1cccc(NC(=O)n2ccc3ccc(-c4ccc5cc[nH]c5c4)cc32)c1,.,-0.3,-14.0,3.7,-0.3,4.4,-4.3,-1.3,1.4,0.6
CC12CCC(C(=O)N3CCCc4ccccc43)(OC1=O)C2(C)C (stereo not drawn),0.9,-3.9,-6.9,-11.9,7.3,-7.3,0.5,-1.1,0.3,-0.7
O=C(COC(=O)c1ncc(Cl)c(Cl)c1Cl)Nc1ccc(Cl)cn1,9.1,2.6,-8.3,5.5,1.2,-0.9,0.4,0.1,-5.0,-3.1
CCOC(=O)CNC(=O)c1c(C)nn(-c2ccccc2)c1Cl,-5.0,0.1,-1.9,-8.9,-2.0,-4.2,0.0,0.4,-0.6,-0.1
CN(CC(=O)Nc1ccc(F)c(F)c1F)C(=O)c1nn(Cc2ccccc2)c(=O)c2ccccc12,12.0,-5.4,6.3,0.0,1.8,6.1,0.1,-2.3,2.9,-2.9
CC(C)Nc1nnc(SC(C)C(=O)Nc2ccc(Cl)cn2)s1 (stereo not drawn),-6.1,1.0,3.6,4.2,0.2,-1.7,0.2,-10.6,5.2,2.8
COc1cccc(=O)c2c(C)n(C)c(C)c12,10.4,14.3,9.7,15.8,35.6*,4.6,0.8,-2.1,1.4,21.9*
Oc1ccc(-c2cn3cc(C(F)(F)F)ccc3n2)cc1,2.0,-2.9,8.7,3.4,2.6,-7.0,1.8,5.3,1.1,0.5
CCOC(=O)[C@]12CCC=C1N(Cc1cccc3ccccc13)C(=O)[C@H](CC(=O)NCC13CC4CC(CC(C4)C1)C3)C2,5.1,-1.4,-1.0,-2.7,0.1,1.8,-0.9,-4.7,-2.6,-2.3
Cc1ccc(NS(=O)(=O)c2ccccc2)c([N+](=O)[O-])c1,3.4,0.8,8.9,3.1,-3.9,-2.1,-0.2,-6.2,0.9,0.5
CC(C)(C)CNC(=O)[C@]1(C)CCC[C@@]2(C)C3CC[C@@]4(C)C[C@]3(CCC21)CC4=O (stereo partly drawn),-3.0,1.9,0.8,1.3,-1.6,-1.2,0.2,-0.3,-0.2,-0.7
COc1cc(OC)c(NS(=O)(=O)c2c(C)[nH]c(=O)[nH]c2=O)cc1Cl,6.1,-5.2,9.1,-11.7,-0.4,-0.4,-0.2,5.3,9.7,-3.3
CCn1cc(C(=O)O)c(=O)c2cc(F)c(N3CCN(C(=S)NC(=O)c4ccccc4)CC3)cc21,9.2,0.1,0.7,-10.7,0.6,-9.1,-1.5,-0.1,-1.7,0.7
COC(=O)c1cc(OC)c(OC)cc1N=CC1=C(O)CC(C)(C)CC1=O,-6.9,2.3,-4.5,1.5,-2.9,13.3,-0.5,11.1,2.6,2.5
COc1ccc(OC)c(NC(=O)COC(=O)CCc2ccc(S(=O)(=O)N3CCOCC3)cc2)c1,2.9,-1.0,7.3,1.5,-4.7,5.5,0.3,-4.7,-0.2,0.7
Cc1cc(C(=O)CN2C(=O)c3cccc(N)c3C2=O)c(C)n1Cc1cccs1,-1.0,4.1,-11.6,-3.3,-1.4,-1.5,-56.6,7.9,-3.0,-0.8

# Random draw from the library, and some 4.6% of all compounds hit somewhere here.
